NR5A2 inv ag – inverse agonists of human LRH-1 (NR5A2); 360,000 tested, 0.13% active; inhibition, % at 3.6 µM; AID 602396; HEK293T StAR-luciferase reporter, LRH-1 transfected, 24 h; O00482;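 active means inhibition above the mean inhibition of all tested compounds plus 3 SD, cut at about 73% in these data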;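 further: 0% = DMSO wells and 100% = reporter-only cells lacking LRH-1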
TLR9-MyD88 block – inhibitors of human TLR9-MyD88 binding. Q9NR96+Q99836. CHO BLA complementation TLR9-MyD88, CCF4 FRET ratio. inhibition, % at 4.98 µM. 340,000 tested, 0.21% active;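 active means inhibition above the mean over all tested compounds plus 3 SD, cut at about 21% in these data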;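 further: 0% = DMSO only wells and 100% = clavulanate BLA inhibitor control wells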
SRC1 inh – human NCOA1 inhibition; HEK293 GAL4-SRC1 luciferase reporter, luminescence; 360,000 tested, 0.12% active; Q15788; inhibition, % at 3.6 µM;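 active means inhibition above the campaign mean plus 3 SD, with each screening campaign given its own cutoff, cut at about 60% in these data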;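 further: 0% = DMSO treated cells and 100% = gossypol at 36 µM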
Vif inh – HIV Vif inhibition; 340,000 tested, 0.35% active; AID 602346; HEK293T cells, Vif self-association by quenched fluorescence, imaging, 24 h; inhibition, % at 7.49 µM; in the data active means inhibition above about 50%, passing the limit was not always enough; further: some results filed as inactive read as strong as hits
TROY NFkB inh – TROY signaling inhibition | inhibition, % at 10 µM | Q293 LMP1-TROYcd NF-kB luciferase reporter, 4 h | 360,000 tested, 0.98% active;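 active means compounds whose plate-normalised and pattern-corrected inhibition of the luciferase reporter signal at the single screening dose is 50% or more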
NCOA2 inhibitor – inhibits human steroid receptor coactivator 2; 370,000 tested, 0.17% active; Q15596; HEK293 GAL4-SRC2 luciferase reporter, luminescence; inhibition, % at 9 µM;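 active means inhibition above the mean inhibition of all tested compounds plus 3 SD, set per campaign, cut at about 52% in these data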;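 further: 0% = DMSO treated cells and 100% = cells given Gossypol at 36 µM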
C8 TRAIL sens – caspase-8 TRAIL sensitization; 360,000 tested, 1% active; inhibition (viability loss, TRAIL sensitization), % at 10 µM; NB7+C8 cells + TRAIL, ATPlite viability luminescence;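 active means compounds causing at least 50% loss of cell viability in the single-dose screen, relative to plate controls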
NCOA3 inh – inhibits human SRC3 coactivator; HEK293 GAL4-SRC3 luciferase reporter, luminescence; inhibition, % at 3.6 µM; 360,000 tested, 0.17% active;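 active means inhibition above a per-campaign cutoff, the mean of all compounds plus 3 SD, cut at about 60% in these data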;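 further: 0% = DMSO-treated cells and 100% = gossypol-treated cells at 36 µM; higher means less SRC3-driven luciferase light from the GAL4 reporter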
LMP1 NFkB inh – reduces LMP1-driven NF-kappaB luciferase signal | LMP1-induced NF-kappaB luciferase reporter cells, luminescence | inhibition, % at 12.5 µM | AID 504558 | 350,000 tested, 0.69% active; in the data active means inhibition above about 41%;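 further: 0% = neutral control wells and 100% = reference inhibitor control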
COUP-TFII inh – inhibitors of human COUP-TFII (NR2F2). P24468. HEK293T NGFI-A luciferase reporter, luminescence. inhibition, % at 8.6 µM. 370,000 tested, 0.7% active;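 active means inhibition above a per-plate cutoff, mean inhibition of test wells between control levels plus 3 SD, cut at about 38% in these data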;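 further: cells cotransfected with COUP-TFII expression vector driving the NGFI-A reporter; 0% = median of COUP-TF2 test wells and 100% = reporter-only cells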
NOD2-RIPK2 inh – inhibitors of human NOD2-RIPK2 interaction. CHO BLA complementation NOD2-RIPK2, CCF4 ratio. inhibition, % at 4.98 µM. O43353. 360,000 tested, 0.38% active; in the data active means inhibition above about 21%;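 further: 0% = vehicle only and 100% = reference blocker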
Starred values were filed as active, the others as inactive; / = not tested or not shown. This is a subset; rates above refer to the full screens.

SMILES	NR5A2 inv ag	TLR9-MyD88 block	SRC1 inh	Vif inh	TROY NFkB inh	NCOA2 inhibitor	C8 TRAIL sens	NCOA3 inh	LMP1 NFkB inh	COUP-TFII inh	NOD2-RIPK2 inh
CCC(O)c1nc2ccccc2n1CCc1ccccc1 (stereo not drawn)	2	5	13	2	-7	-7	1	7	-4	7	1
COc1ccc(S(=O)(=O)N2CCc3ccccc32)cc1C(=O)NCc1ccco1	-29	-14	-22	-5	15	7	-3	-10	-2	4	-12
Cc1noc(C)c1CSCC(=O)OCC(=O)NC1CCCCC1	-14	6	-21	7	3	3	0	7	4	-7	3
Cc1nc2c(nnn2Cc2ccccc2)c(=O)n1-c1ccccc1	0	-2	-2	-1	18	5	-1	16	-15	3	1
CCOc1ccc(-n2c(SCC(=O)Nc3ccc4c(c3)OCO4)nc3ccccc3c2=O)cc1	18	0	2	0	-12	6	1	28	8	-13	-2
O=C1CNC(=S)N1CCCn1ccnc1	-3	5	-2	5	-4	1	26	-4	1	-4	-2
CCOC(=O)N[C@H](Cc1c[nH]c2ccccc12)C(=O)NC1CC1	9	/	-26	-2	8	-12	-10	15	/	-2	-15
Cn1c(SCC(=O)NC(=O)NCc2ccco2)nnc1-c1ccccc1	2	1	-18	-1	-20	6	-2	-27	2	1	-6
N#CCOc1ccccc1P(=O)(c1ccccc1)c1ccccc1	28	0	8	-11	-12	-4	-23	7	0	18	-6
CCN(CC)S(=O)(=O)c1ccc(OC)c(NC(=O)c2ccc3c(c2)OCO3)c1	17	2	3	-3	4	10	-10	-3	-1	16	-1
CC(=O)c1sc(NC(=O)c2cccc3ccccc23)nc1C	-22	-3	-19	30	24	-12	14	-18	-13	-2	1
O=C(COc1nc2ccccc2nc1N1CCOCC1)NCC(F)(F)F	16	2	-52	29	-1	12	-7	14	-4	4	2
Cc1cccc(OCC2=N/C(=C\N(C)C)C(=O)O2)c1	-28	-14	-10	3	-15	-6	-6	-18	-4	-8	-10
c1ccc(-c2noc(-c3cccc4ccccc34)n2)nc1	-111	2	-94	-3	20	-61	53*	-61	-1	-27	7
COc1cc(NC(=O)COC(=O)CC2CC3CCC2C3)cc(OC)c1 (stereo not drawn)	13	16	2	3	4	11	3	1	4	23	-4
Cn1cccc1/C=N/NC(=O)c1cccs1	-116	-8	-62	15	-58	-47	21	-36	-4	-54	1
O=C(O)c1nc(-c2ccccc2)n(-c2ccc(Cl)cc2)n1	-4	6	-1	-2	-10	-3	0	-6	1	1	0
C/C(=N\N1CCN(Cc2ccc(Cl)cc2)CC1)c1ccc([N+](=O)[O-])cc1	10	-6	-21	-7	10	-11	-1	5	8	-18	-5
COc1ccc(S(=O)(=O)Cc2ccccc2)cc1N	-39	-3	-10	2	1	1	7	2	-13	-10	3
O=C(O)C(c1ccccc1)c1ccccc1	6	3	-8	11	1	-1	-8	24	-2	3	11
COC(=O)c1ccc(C)c(NC(=O)Cc2coc3cc(OC)ccc23)c1	4	-13	14	-4	-10	-3	0	20	6	13	-9
Cc1ccc(C)c(S(=O)(=O)N2CCN(C(=O)[C@H](C)N3C(=O)C4CC=CCC4C3=O)CC2)c1 (stereo partly drawn)	-11	-9	3	9	-7	14	-2	-34	1	-3	3
O=C(Cc1cccs1)N1CCN(c2ccc([N+](=O)[O-])cc2)CC1	1	-1	1	0	7	11	-3	4	-17	15	3
COc1cc(/C=C(\C#N)C(=O)NCC2CCCO2)ccc1OCC(=O)O (stereo not drawn)	3	/	12	-2	-4	-2	-2	-2	-7	-3	2
COc1cc2c(C#CCO)c(-c3ccc(C#N)cc3)oc(=O)c2cc1OC	-24	3	-3	11	-29	-20	7	-12	5	-9	3
SMILES	NR5A2 inv ag	TLR9-MyD88 block	SRC1 inh	Vif inh	TROY NFkB inh	NCOA2 inhibitor	C8 TRAIL sens	NCOA3 inh	LMP1 NFkB inh	COUP-TFII inh	NOD2-RIPK2 inh
CCS(=O)(=O)N1CCC(C(=O)O)CC1	-20	4	11	-2	6	10	-9	1	0	-16	-11
CCNC(=O)/C(C#N)=C/c1c(N2CCN(c3cccc(Cl)c3)CC2)nc2c(C)cccn2c1=O	-3	1	8	-3	-5	-23	8	3	10	-3	-13
O=C1c2ccccc2C(=O)N1/N=C/c1ccc(O)c(O)c1	-12	6	-51	-3	-58	4	8	4	5	-9	3
O=C(O)/C=C\C(=O)Nc1cccc(NC(=O)c2ccccc2)c1	-9	1	-16	0	0	-47	-7	-20	-16	-8	-3
O=C(CCCCCN1C(=O)c2ccccc2C1=O)Nc1ccccc1F	4	-3	-9	-25	11	22	1	-2	17	0	2
Cc1cc(C)cc(NC(=O)C2CCN(S(C)(=O)=O)CC2)c1	5	1	-21	16	14	17	-3	20	0	0	-1
O=C(O)c1ccccc1C(=O)Nc1ccc(Nc2ccccc2)cc1	-30	-4	-13	-2	-33	5	0	-11	7	16	-4
Cc1cc(NC(=O)c2ccco2)no1	-11	-4	-4	-4	-38	-25	20	10	2	-26	-9
O=C(c1ccc2c(c1)OCO2)N(c1ccc(Cl)cc1)C1C=CS(=O)(=O)C1 (stereo not drawn)	0	-14	-12	10	-6	-12	1	15	-3	-10	-2
Cc1ccc(N2C(=O)CN(Cc3sccc3C)C2=S)cc1C	2	-17	-10	-3	1	19	12	21	-5	7	-5
Cc1cccn2c(=O)nc(SCC(=O)NCc3ccccc3)nc12	7	-6	9	-1	-6	-8	9	-13	0	-2	-1
COCCNC(=O)CSCc1c(F)cccc1Cl	-12	-12	-4	-3	-8	24	-7	1	-6	5	-10
CC(C)(O)C#Cc1ccc(C(=O)NCCC(=O)O)s1	-4	5	3	1	-6	-4	-3	13	1	-22	-9
CCOC(=O)c1[nH]c2cc(OC)c(OC)cc2c1NC(=O)c1ccc2c(c1)OCO2	18	-7	-13	2	9	-31	-1	16	2	2	1
Cc1c(C(=O)N2CCc3ccccc32)cnn1C	-17	1	6	-5	-2	-18	-3	1	2	-13	5
OCCOCCNc1ncnc2c1cnn2-c1ccc(Cl)cc1	-159	-5	-84	0	3	-33	19	-73	-16	-44	9
COc1ccc(/C=C2\SC(=O)N(CC(=O)NCCC(C)C)C2=O)cc1OC	-2	5	-19	-5	-12	-29	17	9	9	-1	0
Cc1ccc(NC(=O)CCC(=O)NNC(=O)CCc2ccccc2)c(C)c1	8	8	-18	3	12	-32	1	16	-2	-7	4
O=C(NCCCn1ccnc1)c1cc(-c2ccc3c(c2)OCO3)on1	-39	0	-6	22	-27	/	-4	-7	-15	/	5
CCC(=O)c1ccc(OCC(=O)NC2(C#N)CCCCC2)cc1	1	-3	-4	3	2	17	8	9	6	10	1
Cc1ccc(C(C(=O)NC2CCCC2)N(Cc2ccco2)C(=O)CCC(=O)Nc2ccccn2)cc1 (stereo not drawn)	-3	-2	8	-2	-13	2	-5	11	0	0	-5
O=C(N/N=C/c1cc(Br)c(Br)o1)c1cccnc1	15	9	-12	-5	-7	-5	13	-10	-7	-2	1
Cc1noc(C)c1S(=O)(=O)N1CCC(C(=O)N(C)Cc2ccccc2)CC1	-8	-10	-7	-3	10	-15	-17	-22	1	12	-11
Cc1ccc(C)c(NS(=O)(=O)c2ccc(OCC(=O)N3CCOCC3)cc2)c1	5	-13	-8	-6	6	16	13	-39	6	-4	5
Cc1cc(SCC(=O)c2ccc3c(c2)OCO3)nc2ccccc12	-6	5	2	/	-3	-17	4	11	0	10	5

In another format: entries from further up
Structure,NR5A2 inv ag,TLR9-MyD88 block,SRC1 inh,Vif inh,TROY NFkB inh,NCOA2 inhibitor,C8 TRAIL sens,NCOA3 inh,LMP1 NFkB inh,COUP-TFII inh,NOD2-RIPK2 inh
Cc1c(C(=O)N2CCc3ccccc32)cnn1C,-17,1,6,-5,-2,-18,-3,1,2,-13,5
CCS(=O)(=O)N1CCC(C(=O)O)CC1,-20,4,11,-2,6,10,-9,1,0,-16,-11
CCOC(=O)c1[nH]c2cc(OC)c(OC)cc2c1NC(=O)c1ccc2c(c1)OCO2,18,-7,-13,2,9,-31,-1,16,2,2,1

New compounds follow.
SMILES	NR5A2 inv ag	TLR9-MyD88 block	SRC1 inh	Vif inh	TROY NFkB inh	NCOA2 inhibitor	C8 TRAIL sens	NCOA3 inh	LMP1 NFkB inh	COUP-TFII inh	NOD2-RIPK2 inh
CC(C)c1nc2ccc(C(=O)O)cc2[nH]1	2	5	-6	-2	-20	-19	-4	14	5	-10	-3
CCc1cccc(C)c1NC(=O)C1=C(C(=O)O)CCCC1	0	-1	6	5	-3	-18	2	8	6	9	7
Cc1ccc(OCC(=O)NNC(=S)NC(=O)c2ccc(Br)o2)c(C)c1	16	0	1	/	7	-12	12	22	7	-3	1
CCCCNC(=O)c1ccc(CS(=O)(=O)Cc2ccccc2F)o1	13	-2	-15	5	-4	-6	2	-1	5	6	-9
Cc1ccc(-c2noc(C3CCCN(C(=O)c4c(F)cccc4F)C3)n2)cc1 (stereo not drawn)	-1	-2	13	-8	14	-10	13	13	5	12	-4
Cc1ccccc1-c1n[nH]c(=S)n1/N=C/c1ccc(-c2ccccc2Br)o1	-32	5	-7	23	6	7	34	-73	22	-5	2
CC1(C)CC(NC(=O)CCC2CCCC2)CC(C)(C)N1	9	-8	1	37	11	18	35	10	-4	-10	-13
COC(=O)C1CSC(C(=O)OC)N1C(=O)Nc1ccc(Cl)c(Cl)c1 (stereo not drawn)	-22	-1	-2	-5	6	-22	-10	23	6	7	-3
Fc1ccc(-n2c(-c3cccs3)nc3nc4ccccc4nc32)cc1	-6	1	8	16	-8	-5	7	15	6	6	0
COc1ccc(NS(=O)(=O)c2ccc(C)c(C(=O)N(C)CC(=O)Nc3cccc(OC)c3)c2)cc1	-5	0	-2	/	2	-8	-12	5	-3	3	-2
COc1ccc(S(=O)(=O)N2CCC(C(=O)NC3CC3)CC2)cc1OC	12	-6	0	/	-15	-18	15	1	67*	9	-8
CCC(C)(C)n1nnnc1CN1CCN(c2ccc(OC)cc2)CC1	5	-11	5	21	5	-2	-1	11	-2	-2	-11
CC(=O)c1c(C)[nH]c(C(=O)CSc2nnc(NC3CC3)s2)c1C	1	2	-3	-17	1	2	-7	0	2	2	6
CN(C(=O)c1cccn(Cc2ccccc2)c1=O)c1ccccc1	6	-2	-1	3	-8	-8	-1	18	-6	-8	3
COc1ccc(C(=O)N2CCN(Cc3ccccn3)CC2)cc1	15	-3	18	-8	15	-1	-2	7	3	-19	2
O=C(NCc1nc(-c2ccccc2)no1)c1ccc2c(c1)OCO2	3	2	-4	3	-9	-2	-21	5	-10	-27	-5
COc1ccc(Cl)cc1NCCC(O)c1ccc(F)cc1 (stereo not drawn)	2	0	-11	0	10	-17	-5	-9	0	-21	1
CCc1ccccc1NC(=O)CSc1nnc([C@@H](NC(=O)OC(C)(C)C)C(C)CC)o1 (stereo partly drawn)	44	8	-10	-1	10	1	11	-20	0	4	-1
Nc1nnc(SCC(=O)OCC(=O)NC23CC4CC(CC(C4)C2)C3)s1	-19	-2	-19	16	-7	0	3	3	1	1	-18
Cc1cc(C)c2ccc(N)nc2c1O	0	0	-5	3	9	-3	24	-23	2	12	2
CCN(C(=O)C(C)Sc1ccc(S(=O)(=O)N2CCN(C)CC2)cn1)c1ccccc1 (stereo not drawn)	8	0	-5	3	-25	-6	3	-1	-2	1	-3
CC1Cc2[nH]c(=S)[nH]c(=O)c2C(c2ccc(C(C)C)cc2)O1 (stereo not drawn)	-29	/	/	/	3	-11	4	/	/	-18	2

Screens (PubChem BioAssay)
